NCI-60 one-dose screen, 48 h, at 10 µM unless noted. Numbers give growth in % (100 = growth as untreated, 0 = no growth, -100 = all killed).
UACC-62: UACC-62 melanoma | AID 1794756 | 81,000 compounds, 5.4% hits; active means growth percent below 10
Starred values were filed as active, the others as inactive; & = joins results of further samples; [ ] = another dose, or the depositor's remark.

1) CC(=O)OC1C2CCC3C(C)(O)C4CC(O)C(C)(C)C4(O)C(O)CC13CC2(C)O (stereo unspecified)
  UACC-62: 96.1&79.7[100 µM]
2) N#CCN1C(=O)CN=C(c2ccc(O)cc2)c2cc(Cl)ccc21
  UACC-62: 96.4[30 µM]
3) C/C=C1/CN2CCC34c5ccccc5N(C)C23C2CC1C4(C(=O)OC)C(O)O2 (stereo unspecified)
  UACC-62: 77.5&85.2[100 µM]
4) Cc1ccc2nc(NC(=O)C(=O)C3C(=O)NC(=S)NC3=O)sc2c1
  UACC-62: 83.9&78.6[100 µM]
5) Cc1ccc(C(=O)Nc2ccc(CP(=O)(O)O)cc2)cc1NC(=O)Nc1cc(C(=O)Nc2ccc(CP(=O)(O)O)cc2)ccc1C
  UACC-62: 95.4&83.2[100 µM]
6) CN(N)/N=N/c1nc[nH]c1C(N)=O
  UACC-62: 0.5*[100 µM]
7) CO[C@H](C)[C@](O)(C(=O)OCC1=CCN2CC[C@@H](O)[C@H]12)C(C)C
  UACC-62: 31.0&50.3[100 µM]
8) NC(=O)CN1C(=O)C(Cc2ccccc2)N=C(c2cccc(O)c2)c2ccc(Cl)cc21 (stereo unspecified)
  UACC-62: 98.9[30 µM]
9) NC(=O)CCC1N=C(c2cccc(O)c2)c2ccc(Cl)cc2N(CC(N)=O)C1=O (stereo unspecified)
  UACC-62: 92.9[30 µM]
10) O=C1C(CO)N=C(c2cccc(O)c2)c2ccccc2N1CC1CC1 (stereo unspecified)
  UACC-62: 97.8[30 µM]
11) N#CCN1C(=O)C(CCC(N)=O)N=C(c2ccc(O)cc2)c2cc(Cl)ccc21 (stereo unspecified)
  UACC-62: 91.5[30 µM]

Four of these compounds, set out differently.
nr	Structure	UACC-62
1	CC(=O)OC1C2CCC3C(C)(O)C4CC(O)C(C)(C)C4(O)C(O)CC13CC2(C)O (stereo unspecified)	96.1&79.7[100 µM]
3	C/C=C1/CN2CCC34c5ccccc5N(C)C23C2CC1C4(C(=O)OC)C(O)O2 (stereo unspecified)	77.5&85.2[100 µM]
10	O=C1C(CO)N=C(c2cccc(O)c2)c2ccccc2N1CC1CC1 (stereo unspecified)	97.8[30 µM]
8	NC(=O)CN1C(=O)C(Cc2ccccc2)N=C(c2cccc(O)c2)c2ccc(Cl)cc21 (stereo unspecified)	98.9[30 µM]

High-throughput results (PubChem BioAssay)

This is a subset. The share of hits here may be higher or lower than overall.
